MMP13 inhibition = MMP13 inhibitors among fluorescent compounds, confirmation, biochemical, possible fluorescent artifacts, delta fluorescence (AID 734); inhibition, %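 (each compound tested at 4 µM nominal in triplicate)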; MMP13 fTHP FRET cleavage, delta fluorescence 4 h; hits give high values; 5,100 tested, under 10 active;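 active means inhibition above the mean inhibition over all tested compounds plus 3 SD, cut at about 75% in these data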;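 further: 0% = DMSO only wells and 100% = 8 µM reference MMP13 inhibitor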
An asterisk follows results filed as active.

MMP13 inhibition,SMILES
3,OC1CN=C2Sc3ccccc3N2C1 (stereo not given)
5,COCCNC(=O)CSCc1nc(-c2ccc(SC)cc2)oc1C
14,Cc1csc(NC(=O)c2ccccc2O)n1
0,O=C(NC1CC2CCCC(C1)N2CC(=O)N1CCCc2ccccc21)C1CCCCC1 (stereo not given)
6,COc1ccc(C(C)=O)cc1COC(=O)c1ccc2c(c1)OCO2
6,COc1ccccc1OCC(O)Cn1nc(C)cc1C (stereo not given)
-6,CCOC(=O)CSc1cccc2cccnc12
3,CCn1c(NC(=O)Nc2ccccc2OC)nc2ccccc21
-3,CCCCn1c(=O)[nH]c(=O)c2c1nc(-c1ccncc1)n2CCOC
2,CCOC(=O)c1[nH]c2ccc(F)cc2c1NC(=O)C1=COCCO1
3,CCCn1c(CCC(=O)O)ccc1-c1cccs1
4,CCn1c(SCC(=O)N2CCCCC2)nnc1-c1ccc(S(=O)(=O)N2CCN(C)CC2)cc1
5,N=C1C(c2nc3ccccc3c(=O)[nH]2)=C(O)CN1CCO
-36,c1coc(-c2nc3nc4ccccc4nc3n2CC2CCCO2)c1 (stereo not given)
6,CC1CCCC(NC(=O)CC2Nc3ccccc3NC2=O)C1C (stereo not given)

The last 6 compounds of the section before lead into the next.
MMP13 inhibition,SMILES
2,CCOC(=O)c1[nH]c2ccc(F)cc2c1NC(=O)C1=COCCO1
3,CCCn1c(CCC(=O)O)ccc1-c1cccs1
4,CCn1c(SCC(=O)N2CCCCC2)nnc1-c1ccc(S(=O)(=O)N2CCN(C)CC2)cc1
5,N=C1C(c2nc3ccccc3c(=O)[nH]2)=C(O)CN1CCO
-36,c1coc(-c2nc3nc4ccccc4nc3n2CC2CCCO2)c1 (stereo not given)
6,CC1CCCC(NC(=O)CC2Nc3ccccc3NC2=O)C1C (stereo not given)
0,CCOc1ccccc1N1CCN(CC(O)COc2ccc3c(C)cc(=O)oc3c2)CC1 (stereo not given)
6,CCCN(CCC)C(=O)CC(c1ccc(F)cc1)c1ccco1 (stereo not given)
6,CCOC(=O)C(NC(=O)CC)(Nc1sc2c(c1C(=O)OC)CCN(C)C2)C(F)(F)F (stereo not given)
6,COC(=O)c1ccc(COc2ccc(C3C4=C(CCCC4=O)Nc4onc(C)c43)cc2)cc1 (stereo not given)
4,Cc1cccnc1NC(=O)COc1ccc2oc3c(c2c1)CCCC3
4,CC(C)Oc1ccc2c3c(c(=O)oc2c1)CCC3
6,O=C(CCCC(=O)N(CC(=O)NC1CCCC1)C1CCCC1)Nc1ccccn1
-2,CC(C)(C)n1nnnc1C(c1cc2cc3c(cc2[nH]c1=O)OCO3)N1CCN(c2ccccc2)CC1 (stereo not given)
4,COc1ccc(NC(=O)N(CCN2CCCC2)Cc2cc3cc(OC)c(OC)cc3[nH]c2=O)cc1
6,CCC(C)(C)n1nnnc1CN1CCN(c2nc3cc(OC)ccc3cc2C#N)CC1
1,COc1ccc(CC(=O)Nc2nc3n(n2)C(c2ccccc2)CC(=O)N3)cc1OC (stereo not given)
4,Cc1cccc(-c2cc3nc(C)cc(NCCCN(C)C)n3n2)c1
-11,O=C(NCc1ccco1)c1cc2ccc(O)cc2oc1=O
4,COc1ccc(-c2c(N)nnc3c2[nH]c2ccccc23)cc1OC
-6,Nc1ccc(-c2nc3c(Cl)c(N)ccc3[nH]2)cc1
4,CCN1CCc2c(C#N)c(N3CCOCC3)nc(NCc3ccccc3)c2C1
0,Cc1ccc2[nH]c3c(N4CCOCC4)ncnc3c2c1
9,N#CC(C#N)=c1ccc2c(c1)NC1(CCCCC1)N=2
3,COC(=O)c1c(NC(=O)CC2SCC(C(=O)OC)NC2=O)sc2c1CCCC2 (stereo not given)
4,CCN(CC)C(=O)c1cc2c(=O)n3ccccc3nc2s1
2,Cc1ccc(-n2c(-c3ccncc3)nnc2-c2ccco2)cc1
2,COc1ccc(-c2nc(-c3ccc(NC(=O)c4ccncc4)cc3)no2)cc1OC
3,Cc1ccc2c(c1)c1ncn(CCC3=CCCCC3)c(=O)c1n2C
7,O=C(CCCn1c(=O)c2sccc2n(Cc2cc(=O)n3ccccc3n2)c1=O)NCc1ccco1
-39,CN1CC2(Cc3c1ccc1ccccc31)C(=O)OC(C)(C)OC2=O
0,Cc1ccc(-n2c(O)c(/C=N/n3cnnc3)c3ccccc3c2=O)cc1
6,Cc1[nH]c2ccccc2c1-c1nc2ccccc2[nH]1
9,CCOc1ccc2[nH]c(=O)c(CN(Cc3ccccc3)C(=O)N3CCCC3)cc2c1
1,N=c1c2c(-c3ccccc3)c(-c3ccccc3)n(Cc3ccco3)c2ncn1Cc1ccco1
-13,CCC(C)NC(=O)c1cnn2c(C)c3c(nc12)CCCC3 (stereo not given)
4,CCOC(=O)c1cc(-c2cc3ccccc3o2)n[nH]1
5,CNC(=O)c1cc(C)c(-c2ccccc2)s1
8,CCCCn1c(-c2ccccc2)nc2c(=O)n(C)c(=O)[nH]c21
6,COC(=O)c1[nH]c2cccc(OC)c2c1NC(=O)CCN1CCC(C(N)=O)CC1
2,CC1(C)CC2CC(C)(CN2CC(=O)C(C#N)c2ccccc2)C1 (stereo not given)
-2,COc1ccc2c3c(c(=O)oc2c1OCC(=O)C(C)(C)C)CCCC3
-1,CC1(CCc2ccc3c(c2)OCO3)NC(=O)c2ccccc2N1 (stereo not given)
7,O=C(CCc1ccccc1)Nc1cccc(-c2nnc(-c3ccco3)o2)c1
5,CCCC(=O)Nc1c(O)c2ccccc2[nH]c1=O
7,CCOC(=O)c1cc2cc(C)ccc2[nH]1
4,Cc1cc(C)c(S(=O)(=O)O)c(C)n1
4,Cc1occc1-c1nnc(SCC(=O)Nc2nccs2)n1CCc1ccccc1
0,COc1ccccc1CNC(=O)c1cnc2ccccn2c1=O
3,CSCCC(NC(=O)C1CCC(C)CC1)C(=O)N1CCN(c2ccccn2)CC1 (stereo not given)
-78,COC(=O)c1ccc(-c2ccc(CNCC(O)c3ccccc3)o2)cc1 (stereo not given)

A different layout for part of the listing above:
Cc1occc1-c1nnc(SCC(=O)Nc2nccs2)n1CCc1ccccc1
  MMP13 inhibition: 4
CC1(CCc2ccc3c(c2)OCO3)NC(=O)c2ccccc2N1 (stereo not given)
  MMP13 inhibition: -1
Cc1cc(C)c(S(=O)(=O)O)c(C)n1
  MMP13 inhibition: 4
COC(=O)c1[nH]c2cccc(OC)c2c1NC(=O)CCN1CCC(C(N)=O)CC1
  MMP13 inhibition: 6

Following part:
MMP13 inhibition,SMILES
10,Cc1ccc(S(=O)(=O)c2c(N)n(CCN3CCOCC3)c3nc4ccccc4nc23)cc1C
2,Cc1cc(N2CCN(C(=O)c3ccco3)CC2)n2nc(-c3cccc(F)c3)cc2n1
5,Nc1nsc2ccccc12
9,CCOC(=O)c1[nH]c2cc(OC)c(OC)cc2c1NC(=O)CN1CCN(C)CC1
24,CCOc1nc(-c2ccc(OC)cc2)ccc1-c1noc(-c2cc(OC)c(OC)c(OC)c2)n1
7,COC(=O)c1[nH]c2cccc(OC)c2c1NC(=O)CN1CC2(C)CC1CC(C)(C)C2 (stereo not given)
5,CC1=C(C(=O)OCC2CCCO2)C(c2ccncc2)C2=C(CCCC2=O)N1 (stereo not given)
3,COc1ccc2oc(=O)c(C(=O)NCC3CCCO3)cc2c1 (stereo not given)
-19,Cc1nc2[nH]c(=O)c3c(n2n1)NC1=C(C(=O)CC(C)(C)C1)C3c1ccccc1 (stereo not given)
-4,Cc1cc(-c2ccccc2)c2nncn2n1
6,NC(=O)c1ccccc1N=Cc1ccccn1
2,O=C(CCNS(=O)(=O)c1cccc2nonc12)N1CCN(c2cccc(Cl)c2)CC1
-4,Cc1noc(C)c1COC(=O)COc1ccc2c(C)cc(=O)oc2c1
-52,O=C(Oc1cc2oc(=O)c3c(c2cc1Cl)CCCC3)c1ccco1
-17,CC(=O)c1ccc(-c2nc3ccccc3n2C)o1

Given in markdown: entries from further up.
| Structure | MMP13 inhibition |
| --- | --- |
| Cc1ccc(S(=O)(=O)c2c(N)n(CCN3CCOCC3)c3nc4ccccc4nc23)cc1C | 10 |
| Cc1cc(N2CCN(C(=O)c3ccco3)CC2)n2nc(-c3cccc(F)c3)cc2n1 | 2 |
| Nc1nsc2ccccc12 | 5 |
| CCOC(=O)c1[nH]c2cc(OC)c(OC)cc2c1NC(=O)CN1CCN(C)CC1 | 9 |

New compounds follow:
MMP13 inhibition,SMILES
8,N#CCSc1n[nH]c2nc3c(c(=O)n12)C1(CCCC1)Cc1ccccc1-3
-2,COc1ccc(-c2nc(C#N)c(NCCCN(C)C)o2)cc1OC
2,COc1ccc(-c2c3c(=O)n(C)c(=O)n(C)c3cn2C2CCCCC2)cc1
2,Cn1c(C(=O)NCCCN2CCN(c3ccccc3F)CC2)cc2c(=O)n(C)c3ccccc3c21
-1,COc1ccc2c(c1)-c1ccccc1S(=O)(=O)N2C(C)=O
-10,Cc1ccc2nc(-c3ccccn3)oc2c1
-6,CN(C)CCNc1nc(-c2ccco2)c2c(c1C#N)CC(C)(C)OC2
2,CCOC(=O)c1sc(NC(=O)c2cccs2)cc1C
10,COc1ccc(-c2n[nH]c(C(F)(F)F)c2-c2cc3ccccc3o2)c(O)c1
3,CCC(=O)Nc1ccc2oc(-c3ccccc3Br)nc2c1
4,Cc1ccc(-c2c(C)c(-c3ccc(F)cc3)nc(N)c2C#N)o1
-5,COC(=O)C1=CNC=C(C(=O)OC)C1c1ccccc1Cl
25,CCOC(=O)N1CCC(c2cc(=O)n3[nH]c(C)c(-c4ccc(F)cc4)c3n2)CC1
7,COc1cc2c(cc1OC)C(c1ccc3c(c1)OCO3)C1=C(CC(C)(C)CC1=O)N2 (stereo not given)
9,Cc1nn(C)cc1/C=N/O
4,Cc1cc(C)c2c(n1)nn1c(C)c(CCC(=O)NCc3ccco3)c(C)nc21
7,CCOc1ccc(-c2nc3n(c(=O)c2C#N)CCCS3)cc1
0,CCCCC(=O)Nc1ccc2oc(-c3ccncc3)nc2c1
1,O=C(O)CCc1ccc(-c2cccs2)n1CCC(=O)O
7,Cc1ccc(CN(C)C(=O)c2ccccc2Oc2ccccc2)o1
-1,CCOC(=O)c1sc(C)c2c1NC(C)(c1cccs1)NC2=O (stereo not given)
4,Cc1oc(C(C)(C)C)cc1C(=O)Nc1ccc(C(=O)O)cc1
2,CCC(C)(C)n1nnnc1CN(Cc1cc2cc(OC)c(OC)cc2[nH]c1=O)C1CCCC1
-1,Cc1ccc2cc(C#N)c(NCCNC(=O)C3CC3)nc2c1C
-2,COc1ccc2c(c1)c1ncn(CCN3CCCC3)c(=O)c1n2C
2,CN1C(=O)c2cccc(NC(=O)C3CCCCC3)c2C1=O
2,OCCSc1ncnc2c1oc1ccccc12
5,Cc1cc(=O)oc2ccc(OCC(=O)N3CCC(C)CC3)cc12
1,COC(=O)c1cnn2c(C(F)(F)F)cc(-c3ccco3)nc12
2,O=C(O)c1ccccc1NCc1ccncc1
-20,N#Cc1c(C(F)(F)F)cc(C2CC2)[nH]c1=O
8,O=C(COc1ccc2oc(-c3ccccc3)cc(=O)c2c1)NCc1ccco1
6,Cc1ccc(C2CCN(C(=O)Nc3ccccc3)C2)cc1 (stereo not given)
2,CC(=O)Nc1ccc2oc(-c3ccccc3Br)nc2c1
-6,CCN(CC)c1ccc(-n2cc3c(=O)n(C)c(=O)n(C)c3c2)cc1
4,c1cn2c(NC3CCCC3)c(-c3ccc(N4CCOCC4)cc3)nc2cn1
-2,O=C(O)c1cc(-c2ccco2)nc2ccccc12
2,CCN(CC)c1ccc(NC(=O)CN2C(=O)CC(C)(C)S(=O)(=O)c3ccccc32)c(C)c1
1,CC1=C(C(N)=O)C(c2cccnc2)n2nc(-c3cccc(C)c3)nc2N1 (stereo not given)
5,CCCc1cc(=O)n2[nH]c(SCc3ccccc3)nc2n1
7,O=C(CN1CCN(C2CCCCC2)CC1)c1ccc2cc[nH]c2c1
8,O=C(c1coc(=O)c(Br)c1)N1CCCc2ccccc21
4,CCN(c1ccccc1)S(=O)(=O)c1cnc[nH]1
0,COc1ccc(N=c2oc3cc(O)ccc3cc2C(=O)NCC2CCCO2)c(OC)c1 (stereo not given)
-2,Cc1ccc(-c2cc(C(=O)NCc3ccco3)c3ccccc3n2)o1
5,COc1ccc(C(CNC(=O)c2ccc(S(=O)(=O)N3CCOCC3)cc2)N2CCCCC2)cc1 (stereo not given)
-13,CCCCn1c2nc3ccccc3nc2c2c(=O)n(C(C)CC)cnc21 (stereo not given)
4,CCc1ccc(-c2nc(CN3CCC(C(=O)N4CCN(c5ccccn5)CC4)CC3)c(C)o2)cc1
4,CC1CCN(CCCNC(=O)c2cc3sccc3n2C)CC1
7,Cc1cc(C)c2cc(C(O)c3nnnn3Cc3ccccc3)c(=O)[nH]c2c1 (stereo not given)
-10,COc1ccc2nc(-c3ccccc3)[nH]c2c1
1,COc1cc(C(=O)N(Cc2cc3ccccc3[nH]c2=O)CC2CCCO2)cc(OC)c1OC (stereo not given)
12,Cc1ccc(S(=O)(=O)c2c(N)n(CC3CCOC3)c3nc4ccccc4nc23)cc1 (stereo not given)
5,CC(C)CC(NC(=O)COc1ccccc1)C(=O)O (stereo not given)
5,CCOC(=O)Cn1cnc2c(cnn2-c2ccc(Cl)cc2)c1=O
-3,COc1ccc(-c2nc(C#N)c(NCc3ccccc3Cl)o2)cc1
-3,Cc1cc(C(=O)OCCO)c(C#N)c(N)n1
8,Cc1cc(NC(=O)COC(=O)c2n[nH]c3ccccc23)no1
-16,CCCC(=O)Nc1ccc(-c2nc3cc(C)c(C)cc3o2)cc1
1,c1ccc2c(c1)Cn1c-2nc2ccccc21

(continued)
MMP13 inhibition,SMILES
2,CCc1ccc(CNc2ccc3c(c2)ncn3C)cc1
4,COC(=O)C1C2C=CC3(CN(c4cccc(C)c4)C(=O)C13)O2 (stereo not given)
7,Cc1cccc(-n2c(=O)[nH]c3c(C(N)=O)nc(-c4ccccc4Cl)nc32)c1
9,CCOC(=O)c1[nH]c2cc3c(cc2c1NC(=O)CN1CCC2(CC1)OCCO2)OCO3
-9,CNc1nnc(-c2ccncc2)s1

Only part of the results is shown (hit frequency here may not be typical).
